High-throughput results (PubChem BioAssay)
BioA inh: BioA (M. tuberculosis) enzyme inhibition; purified M. tuberculosis BioA enzyme, plate reader; inhibition, % at 9.99 µM; 360,000 compounds, 0.096% hits; in the data active means inhibition above about 40%
* marks the source's active call; other numbers are inactive results. This is a subset. The share of hits here may be higher or lower than overall.

SMILES	BioA inh
C[C@H](CO)N1C[C@H](C)[C@@H](CN(C)C(=O)CC2CC2)Oc2ncc(C#C[C@@H](C)O)cc2C1=O	0.3
C[C@@H]1CN([C@@H](C)CO)C(=O)c2cc(NC(=O)Nc3ccc(F)cc3)ccc2O[C@@H](C)CCCCO[C@@H]1CN(C)Cc1ccccc1	-1.8
COCC(=O)N1C[C@H]2[C@@H](c3ccccc31)[C@@H](CO)N2C(=O)c1ccccc1F	-2.2
CCCC(=O)N(CCc1c[nH]c2ccccc12)[C@@H]1CC(C(=O)NCCO)=C[C@H](Oc2c(I)cc(CO)cc2OC)[C@H]1O	14.2
C[C@@H]1CN([C@@H](C)CO)C(=O)Cc2cc(NC(=O)CCN3CCOCC3)ccc2O[C@@H]1CN(C)Cc1ccncc1	0.5
COCC#Cc1ccc([C@@H]2[C@H](CO)N3CCCCN(S(=O)(=O)c4ccccc4C)C[C@@H]23)cc1	3.6
Cc1ccc(S(=O)(=O)N(C)C[C@H]2Oc3cc(Br)ccc3S(=O)(=O)N([C@@H](C)CO)C[C@@H]2C)cc1	-1.2
C[C@H]1CN([C@@H](C)CO)C(=O)c2cccc(NC(=O)Nc3cccc4ccccc34)c2O[C@H]1CN(C)Cc1ccc2c(c1)OCO2	2.7
O=C(C[C@@H]1CC[C@@H](NC(=O)C2CCOCC2)[C@@H](CO)O1)NCc1ccccc1Cl	-5.4
CC(=O)N(C)C[C@@H]1Oc2ncc(C#Cc3cccc(F)c3)cc2C(=O)N([C@@H](C)CO)C[C@@H]1C	1.0
O=C(C[C@H]1CC[C@@H]2[C@H](COC[C@@H](O)CN2CC2CCOCC2)O1)N1CCOCC1	-2.5
O=C(C[C@H]1C[C@@H]2c3cc(NS(=O)(=O)c4ccc(F)cc4)ccc3O[C@@H]2[C@H](CO)O1)NCc1ccc(Oc2ccccc2)cc1	0.6
C[C@H]1CN([C@@H](C)CO)C(=O)c2cc(NC(=O)Cc3ccccc3)ccc2O[C@@H]1CN(C)C	-2.3
CCCC#Cc1ccc2c(c1)O[C@H](CN(C)C(=O)Nc1ccccc1F)[C@H](C)CN([C@@H](C)CO)S2(=O)=O	-0.2
COCC(=O)Nc1ccc2c(c1)OC[C@@H](C)N(C(=O)CN1CCOCC1)C[C@@H](C)[C@H](OC)CN(C)C2=O	-2.1
Cc1ccc(S(=O)(=O)N[C@@H]2CC[C@H](CCn3cc(C(C)C)nn3)O[C@H]2CO)cc1	1.2
Cc1noc(C)c1NC(=O)N(C)C[C@H]1OCCCC[C@@H](C)Oc2ccc(NC(=O)Cc3ccccc3)cc2C(=O)N([C@H](C)CO)C[C@@H]1C	-4.8
C[C@@H]1CN([C@@H](C)CO)C(=O)c2cccc(NS(=O)(=O)c3ccc(F)cc3)c2O[C@H]1CN(C)S(=O)(=O)c1cn(C)cn1	1.4
Cc1ccc(-c2cnc3c(c2)C(=O)N([C@H](C)CO)C[C@H](C)[C@@H](CN(C)C(=O)c2ccccc2)O3)cc1	6.2
C[C@@H]1CN([C@H](C)CO)C(=O)c2cc(-c3cccc(F)c3)cnc2O[C@@H]1CN(C)C(=O)Nc1ccccc1F	3.7
CN1CCN(C(=O)C[C@@H]2CC[C@@H](NC(=O)c3ccc4c(c3)OCO4)[C@@H](CO)O2)CC1	-0.7
C[C@@H]1CN([C@H](C)CO)C(=O)c2cc(NC(=O)Nc3ccc(C(F)(F)F)cc3)ccc2O[C@@H](C)CCCCO[C@@H]1CN(C)C(=O)NC1CCCCC1	-0.1
C[C@H](CO)N1C[C@H](C)[C@@H](CN(C)S(=O)(=O)c2cn(C)cn2)Oc2ccc(NC(=O)Nc3ccc(F)cc3)cc2C1=O	0.0
C[C@@H]1CN([C@H](C)CO)C(=O)Cc2cc(NC(=O)C3CC3)ccc2O[C@@H]1CN(C)S(=O)(=O)c1ccc(F)cc1	5.4
CN1c2ccc(Br)cc2[C@H]2[C@H](CCN2C(=O)Nc2ccc(F)cc2)[C@@H]1CO	5.6
Cc1ccc(S(=O)(=O)N(C)C[C@H]2Oc3c(NC(=O)NC4CCCCC4)cccc3C(=O)N([C@@H](C)CO)C[C@H]2C)cc1	0.2
C[C@@H]1CN([C@H](C)CO)C(=O)c2cc(C#CC3CC3)cnc2O[C@@H]1CN(C)Cc1ccccn1	1.3
C[C@@H]1CN([C@@H](C)CO)C(=O)c2cccc(NC(=O)Nc3ccc(F)cc3)c2O[C@H]1CN(C)C(=O)Nc1ccccc1	2.6
COc1ccc(S(=O)(=O)Nc2ccc3c(c2)C(=O)N([C@@H](C)CO)C[C@@H](C)[C@@H](CN(C)Cc2ccc(C(F)(F)F)cc2)O3)cc1	-2.1
N#C[C@@H]1N[C@@H](CO)[C@@H]1c1ccc(C#CC2CCCCC2)cc1	0.3
CO[C@H]1CN(C)C(=O)c2cc(NS(=O)(=O)CC(F)(F)F)ccc2OC[C@H](C)N(Cc2ccccn2)C[C@H]1C	-1.0
C[C@@H]1CCCCO[C@@H](CN(C)S(=O)(=O)c2ccccc2)[C@@H](C)CN([C@H](C)CO)C(=O)c2cc(NS(C)(=O)=O)ccc2O1	-6.9
C[C@@H]1CN([C@@H](C)CO)S(=O)(=O)c2ccc(C#Cc3ccc(F)cc3)cc2O[C@@H]1CN(C)C(=O)NC1CCCC1	3.0
CCCC(=O)Nc1ccc2c(c1)C(=O)N(C)C[C@H](OC)[C@@H](C)CN(Cc1ccccc1F)[C@H](C)CO2	0.4
CC(=O)[C@@]12O[C@]3(COC[C@H](c4ccccc4)N3C1=O)[C@@H]1C(=O)N(c3ccccc3)C(=O)[C@@H]12	0.2
CC(C)NC(=O)Nc1ccc2c(c1)C(=O)N(C)[C@@H]1CC[C@H](CC(=O)NCC(F)(F)F)O[C@@H]1CO2	24.4
CCC(=O)Nc1ccc2c(c1)OC[C@H](C)N(CCC(F)(F)F)C[C@@H](C)[C@@H](OC)CN(C)C2=O	7.4
COc1cccc(S(=O)(=O)N[C@@H]2CC[C@@H](CCN)O[C@H]2CO)c1	-0.4
CCS(=O)(=O)Nc1ccc2c(c1)C(=O)N(C)[C@H]1CC[C@H](CC(=O)NCc3ccc(OC)cc3)O[C@H]1CO2	-1.5
O=C(C[C@@H]1CC[C@@H]2[C@H](COC[C@@H](O)CN2Cc2ccc(Cl)cc2)O1)NCc1ccccc1Cl	-0.7

Given comma-delimited: part of the list above
SMILES,BioA inh
C[C@@H]1CN([C@@H](C)CO)S(=O)(=O)c2ccc(C#Cc3ccc(F)cc3)cc2O[C@@H]1CN(C)C(=O)NC1CCCC1,3.0
CCCC(=O)Nc1ccc2c(c1)C(=O)N(C)C[C@H](OC)[C@@H](C)CN(Cc1ccccc1F)[C@H](C)CO2,0.4
CC(=O)[C@@]12O[C@]3(COC[C@H](c4ccccc4)N3C1=O)[C@@H]1C(=O)N(c3ccccc3)C(=O)[C@@H]12,0.2
CC(C)NC(=O)Nc1ccc2c(c1)C(=O)N(C)[C@@H]1CC[C@H](CC(=O)NCC(F)(F)F)O[C@@H]1CO2,24.4

Among those listed so far, these have a Cl atom:
SMILES	BioA inh
O=C(C[C@@H]1CC[C@@H](NC(=O)C2CCOCC2)[C@@H](CO)O1)NCc1ccccc1Cl	-5.4
O=C(C[C@@H]1CC[C@@H]2[C@H](COC[C@@H](O)CN2Cc2ccc(Cl)cc2)O1)NCc1ccccc1Cl	-0.7

The results go on:
SMILES	BioA inh
O=C(C[C@@H]1CC[C@H]2[C@@H](COC[C@@H](O)CN2C(=O)Cc2ccccc2)O1)NC1CCCC1	-1.3
O=C(Cc1ccccc1)N1C[C@H]2[C@@H](c3ccccc31)[C@H](CO)N2C(=O)Cc1ccccc1	-4.1
C[C@@H]1CN([C@@H](C)CO)C(=O)c2ccccc2-c2ccccc2CO[C@H]1CN(C)C(=O)[C@@H]1CCCN1C	-2.5
COc1ccccc1S(=O)(=O)N(C)C[C@@H]1OCc2ccccc2-c2c(n(C)c3ccccc23)C(=O)N([C@@H](C)CO)C[C@@H]1C	-1.5
CC(C)NC(=O)Nc1ccc2c(c1)CC(=O)N([C@@H](C)CO)C[C@@H](C)[C@@H](CN(C)C)O2	-3.0
CCN1[C@@H]2Cn3c(ccc(-c4ccccc4F)c3=O)[C@H]1[C@@H](C(=O)N1CCOCC1)[C@@H]2CO	-1.5
C[C@H]1CN([C@@H](C)CO)C(=O)c2cccc(NS(C)(=O)=O)c2O[C@@H]1CN(C)Cc1ccncc1	-1.6
COc1ccc(-c2ccc([C@H]3[C@@H](CO)N(C(=O)CN(C)C)[C@H]3C#N)cc2)cc1	0.1
CC(C)NC(=O)Nc1cccc2c1O[C@H](CN(C)S(=O)(=O)c1ccccc1)[C@H](C)CN([C@H](C)CO)C2=O	-2.5
Cc1ccc(S(=O)(=O)N(C)C[C@@H]2Oc3c(NC(=O)C4CCOCC4)cccc3C(=O)N([C@@H](C)CO)C[C@@H]2C)cc1	-2.1

Some values from above.
Reading of Cc1ccc(S(=O)(=O)N(C)C[C@@H]2Oc3c(NC(=O)C4CCOCC4)cccc3C(=O)N([C@@H](C)CO)C[C@@H]2C)cc1 in BioA inh: -2.1
Reading of O=C(C[C@H]1CC[C@@H]2[C@H](COC[C@@H](O)CN2CC2CCOCC2)O1)N1CCOCC1 in BioA inh: -2.5
Reading of O=C(C[C@@H]1CC[C@@H]2[C@H](COC[C@@H](O)CN2Cc2ccc(Cl)cc2)O1)NCc1ccccc1Cl in BioA inh: -0.7
Reading of C[C@@H]1CN([C@@H](C)CO)S(=O)(=O)c2ccc(C#Cc3ccc(F)cc3)cc2O[C@@H]1CN(C)C(=O)NC1CCCC1 in BioA inh: 3.0

(continued)
SMILES	BioA inh
CCCNC(=O)Nc1ccc2c(c1)OC[C@@H](C)N(C(=O)C1CCCCC1)C[C@H](C)[C@@H](OC)CN(C)C2=O	-2.4
O=C(C[C@H]1C=C[C@H](NC(=O)C2CCC2)[C@H](CO)O1)NC1CCC1	-0.3
Cc1noc(C)c1NC(=O)NCC[C@H]1CC[C@@H](NC(=O)c2ccncc2)[C@@H](CO)O1	-0.4
COc1ccc(CN(C)C[C@H]2Oc3c(NC(=O)NC(C)C)cccc3C(=O)N([C@@H](C)CO)C[C@@H]2C)cc1	-3.2
CO[C@@H]1CN(C)C(=O)c2cc(NS(=O)(=O)c3ccccc3C)ccc2OC[C@H](C)NC[C@H]1C	1.7
CO[C@@H]1CN(C)C(=O)c2cc(NC(C)=O)ccc2OC[C@H](C)N(Cc2cccc(F)c2)C[C@@H]1C	-2.7
CCCC#Cc1cnc2c(c1)C(=O)N([C@H](C)CO)C[C@H](C)[C@H](CN(C)C(=O)c1cccc(F)c1)O2	0.3
C/C=C/c1ccc2c(c1)O[C@@H](CN(C)C(=O)c1ccc3c(c1)OCO3)[C@@H](C)CN([C@@H](C)CO)S2(=O)=O	46.3*
CC(=O)N1[C@@H]2Cn3c(ccc(-c4ccccc4)c3=O)[C@H]1[C@@H](C(=O)N1CCCCC1)[C@@H]2CO	-1.3
C[C@@H]1CCCCO[C@H](CN(C)C(=O)Cc2ccccc2)[C@@H](C)CN([C@H](C)CO)C(=O)c2cc(NS(=O)(=O)c3ccc(Cl)cc3)ccc2O1	0.2
O=C(C1CCCC1)N1C[C@H]2[C@@H](c3ccccc31)[C@@H](CO)N2C(=O)c1cccnc1	-2.5
Cc1cc(C(=O)Nc2cccc3c2O[C@@H](CN(C)S(=O)(=O)c2ccccc2)[C@@H](C)CN([C@H](C)CO)C3=O)n(C)n1	-1.0
C[C@@H]1CCCCO[C@H](CN(C)C(=O)C2CCCCC2)[C@H](C)CN([C@@H](C)CO)C(=O)c2cc(NS(=O)(=O)c3ccccc3)ccc2O1	3.6
O=C(C[C@H]1CC[C@H]2[C@@H](COC[C@H](O)CN2C(=O)Nc2ccccc2)O1)NCCCN1CCOCC1	-0.4
CCCN(C)C[C@H]1Oc2ncc(C#CCOC)cc2C(=O)N([C@@H](C)CO)C[C@H]1C	1.4
CC1C=NC(S(=O)(=O)N2CC[C@@H]3[C@@H](CO)N(C)c4ccc(C5=CCCCC5)cc4[C@@H]32)=N1 (stereo not given in full)	5.6
OC[C@@H]1[C@H](c2ccc(-c3ccc(F)cc3)cc2)[C@H]2CN(CCC(F)(F)F)CCCCN12	-1.1
COc1ccccc1-c1cnc2c(c1)C(=O)N([C@H](C)CO)C[C@H](C)[C@H](CN(C)Cc1cncnc1)O2	4.2
CCC(=O)N1[C@@H]2Cn3c(ccc(-c4cccc(F)c4)c3=O)[C@H]1[C@@H](C(=O)OC)[C@@H]2CO	-0.2
C[C@H]1CN([C@@H](C)CO)C(=O)c2cccc(NS(=O)(=O)c3ccc(Cl)cc3)c2O[C@H]1CN(C)C(=O)Nc1ccccc1	-3.1
C[C@H](CO)N1C[C@H](C)[C@@H](CN(C)C(=O)Nc2ccc3c(c2)OCO3)Oc2c(NC(=O)C3CCOCC3)cccc2C1=O	-0.2
C[C@H](O)C#Cc1ccc2c(c1)O[C@H](CN(C)CC1CCOCC1)[C@H](C)CN([C@H](C)CO)S2(=O)=O	-1.7
CN1CCN(C(=O)C[C@@H]2CC[C@@H]3[C@H](COC[C@H](O)CN3S(=O)(=O)c3cccc(Cl)c3)O2)CC1	-1.1
C[C@H]1CN([C@@H](C)CO)C(=O)c2cc(NC(=O)Nc3ccc(F)cc3)ccc2O[C@@H]1CN(C)C(=O)Nc1ccc(C(F)(F)F)cc1	-2.0
COc1cccc(S(=O)(=O)N(C)C[C@@H]2Oc3ncc(-c4cccc(C(=O)N(C)C)c4)cc3C(=O)N([C@H](C)CO)C[C@@H]2C)c1	0.0
O=C1O[C@H](c2ccccc2)[C@H](c2ccccc2)N2[C@H]1[C@@H](C(=O)O)[C@]1(C(=O)Nc3ccccc31)[C@H]2c1ccc(O)cc1	-2.4
NCC[C@H]1CC[C@@H](NC(=O)CCN2CCCCC2)[C@H](CO)O1	-2.9
COc1ccc(CN(C)C[C@H]2Oc3c(NC(=O)C4CC4)cccc3C(=O)N([C@@H](C)CO)C[C@@H]2C)cc1	0.6
CCC(=O)Nc1ccc2c(c1)C(=O)N(C)C[C@H](OC)[C@@H](C)CN(C(=O)c1cccnc1)[C@@H](C)CO2	-1.0
C[C@@H]1CCCCO[C@@H](CN(C)Cc2ccc(C(F)(F)F)cc2)[C@@H](C)CN([C@@H](C)CO)C(=O)c2cc(NC(=O)C3CCCCC3)ccc2O1	4.0
COCC(=O)N1CCCCN2[C@H](CO)[C@H](c3ccc(-c4cccc(C)c4)cc3)[C@@H]2C1	-0.9
